Source: PubChem (National Center for Advancing Translational Sciences (NCATS))
Epigenetic reg: regulators of epigenetic silencing causing reporter derepression in mouse cells; murine LDR cells, GFP reporter derepression, 30 h; Potency, µM (top dose mostly 53.9 µM), for inactives: top-dose GFP activation, most hits filed as activators; 0.2% of 280,000 active; further: potency means the concentration at half of the fitted maximal effect; % of control where 0% means no effect; nearly all actives have a fitted effect of over 60% in size
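Readout is the number of GFP-expressing murine LDR cells, counted by cytometry following washing. Cells were treated with compound for 30 h at 37 C; the stably integrated CMV-GFP locus is normally silent.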
IMPase Li cell: membrane-permeable IMPase blocker, potentiated with lithium; CHO-M1 cells, IP1 TR-FRET (IP-One), carbachol + lithium; 0.35% of 210,000 active; Potency, µM (series often up to 59.4 µM), for the others: at the highest dose activity, negative = IMPase inhibition, actives largely listed as inhibitors;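 further: IP1 builds up when IMPase is blocked and the TR-FRET signal falls; potency means the concentration at half of the fitted maximal effect; plate controls were basal vehicle for no effect and high inhibitor control for full effect; nearly all actives have a fitted effect of over 50% in size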
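Test compounds were applied to CHO-M1 cells previously cultured for 16–30 h at 2000 per well. A small lithium amount accompanied them; after 30 min at 37C, IP1 was quantified by TR-FRET.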
KinaseGlo FLuc: blocks Kinase-Glo luciferase, a counter-screen artifact. Q27757. Kinase-Glo luciferase, ATP luminescence, 8 min. Potency, µM (titrated, usually from 38.3 µM), inactives show at the highest dose activity change, negative = inhibition, most hits filed as inhibitors. 0.28% of 200,000 active; further: potency means the concentration at half of the fitted maximal effect; on the % scale 0 is the no-effect control and ±100 the full control effect; nearly all actives have a fitted effect of over 60% in size
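Substrate mix (final 50 mM imidazole pH 7.2, 50 mM KCl, 7 mM MgCl2, 10 uM ATP, 0.01% Tween 20, 0.05% BSA) plus pin-tool compound, then Kinase-Glo detection mix; 8 min ambient, luminescence read.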
CBFb RUNX1 block: CBF-beta/RUNX1 interaction disruption; AlphaScreen CBFb-His/RUNX1-biotin binding, biochemical; Q01196+Q13951; Potency, µM (doses to about 59.8 µM), inactives show at the highest dose activity, negative = inhibition, actives largely listed as inhibitors; 230,000 tested, under 10 active; further: % of control where 0% means no effect
Target sequence (Q01196 whole entry, looked up): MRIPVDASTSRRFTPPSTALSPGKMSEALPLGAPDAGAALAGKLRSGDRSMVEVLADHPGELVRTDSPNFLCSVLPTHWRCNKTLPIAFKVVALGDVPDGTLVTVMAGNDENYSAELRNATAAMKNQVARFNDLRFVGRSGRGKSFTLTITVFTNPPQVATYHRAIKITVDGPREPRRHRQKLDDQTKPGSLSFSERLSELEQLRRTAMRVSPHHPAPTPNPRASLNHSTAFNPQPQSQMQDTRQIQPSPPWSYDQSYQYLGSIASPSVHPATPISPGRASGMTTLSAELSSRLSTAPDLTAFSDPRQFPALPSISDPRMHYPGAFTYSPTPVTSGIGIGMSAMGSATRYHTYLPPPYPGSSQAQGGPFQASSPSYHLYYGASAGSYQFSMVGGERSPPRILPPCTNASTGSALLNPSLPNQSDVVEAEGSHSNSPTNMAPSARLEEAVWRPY
Target sequence (Q13951 whole entry, looked up): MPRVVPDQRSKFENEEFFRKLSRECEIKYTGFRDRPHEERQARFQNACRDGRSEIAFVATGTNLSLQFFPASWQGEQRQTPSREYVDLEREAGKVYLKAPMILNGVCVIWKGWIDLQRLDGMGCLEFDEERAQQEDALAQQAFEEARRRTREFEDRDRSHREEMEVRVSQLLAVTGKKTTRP
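Interaction loss through any mechanism counts as activity. Pre-formed complex of His-CBF-beta and biotin-RUNX1 (30 nM apiece) is incubated with compound 15 min, then with 50 ng nickel and 50 ng streptavidin beads for 90 min before AlphaScreen detection.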
Lamin A splicing: changes lamin A minigene splicing in HeLa cells. HeLa LMNA splicing GFP/RFP minigene ratio, 48 h. Potency, µM (series often up to 46.1 µM), without a hit: top-dose ratio change, negative = inhibition, usual class: inhibitors. 0.01% of 200,000 active. AID 1487; active means well fitted inhibition curve with a large enough effect in the signal ratio, with a control signal flat, not every such curve was filed as active; inconclusive means small, poorly fitted or top-dose-only effect, or effect the other way, or a change in a side signal; the % refers to the signal ratio; further: potency means the concentration at half of the fitted maximal effect; on the % scale 0 is the no-effect control and ±100 the full control effect
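Read-out is the ratio of GFP to DsRed2 object intensity, acquired by 488 nm laser-scanning cytometry on HeLa lamin A-EGFP minigene reporter cells. Compound incubation 48 hrs at 37 °C in Opti-MEM with 2% FBS; DMSO 0.5% final.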
GLA spleen mod: inhibitors or activators of human alpha-galactosidase in spleen homogenate. P06280. human spleen homogenate, 4MU-alpha-Gal fluorescence, 40 min. Potency, µM (series often up to 80 µM), for inactives: at the top dose activity change, negative = inhibition, usual class: inhibitors. 0.008% of 240,000 active. AID 2107;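 further: potency means the concentration at half of the fitted maximal effect; 0% = enzyme with vehicle and -100% = no enzyme basal signal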
Target sequence (P06280 32-429 limits assumed): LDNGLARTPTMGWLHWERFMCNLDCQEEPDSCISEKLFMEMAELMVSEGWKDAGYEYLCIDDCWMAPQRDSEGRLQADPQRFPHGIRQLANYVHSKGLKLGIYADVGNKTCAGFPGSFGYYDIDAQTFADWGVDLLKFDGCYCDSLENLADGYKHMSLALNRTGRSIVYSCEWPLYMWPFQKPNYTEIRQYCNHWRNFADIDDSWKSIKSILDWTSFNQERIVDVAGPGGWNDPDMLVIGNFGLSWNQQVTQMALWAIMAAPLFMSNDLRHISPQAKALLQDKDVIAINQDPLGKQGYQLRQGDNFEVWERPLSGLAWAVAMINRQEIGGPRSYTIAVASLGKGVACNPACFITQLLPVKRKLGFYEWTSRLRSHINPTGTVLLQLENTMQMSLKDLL
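qHTS titration in buffer at pH 5.0. Alpha-galactosidase activity in spleen homogenate was measured via 4-methylumbelliferone release from 1 mM fluorogenic substrate after 40 min at 37C and a pH 10 stop. AC50 came from Hill fits of control-normalized data.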
NPSR antagonist: antagonists of human neuropeptide S receptor cAMP signaling | Q6W5P4 | CHO-NPSR cells, cAMP TR-FRET, antagonist mode | Potency, µM (titrated, usually from 38.3 µM), without a hit: top-dose activity change, negative = inhibition, most hits filed as inhibitors | 1% of 220,000 active; further: potency means the concentration at half of the fitted maximal effect; on the % scale 0 is the no-effect control and ±100 the full control effect; nearly all actives have a fitted effect of over 50% in size; many of its hits are not listed in these tables
* = called active by the depositor; ? = inconclusive; · = no result given; & = joins results of further samples; [ ] = remark or other dose. Unless noted, the call rests on the fitted dose curve; in most records, active means well fitted curve in the direction sought with a large enough effect; inconclusive means small, poorly fitted or top-dose-only effect, or another doubt; inactive means no such curve, though single readings can be large; an effect the other way counts as inactive or inconclusive. The list is partial, so the mix of outcomes need not match the whole.

SMILES	Epigenetic reg	IMPase Li cell	KinaseGlo FLuc	CBFb RUNX1 block	Lamin A splicing	GLA spleen mod	NPSR antagonist
CNC(=S)Nc1cccc(C(=O)OC)c1	-4.1%	·	·	-1%	·	1%	-29%
COc1ccc(/C=C/C(O)=C(\C#N)c2nnc(N3CCOCC3)n2-c2ccccc2)cc1OC	10%	20%	3%	9%	·	10%	-15%
Cc1nc(C)c(-c2ccccc2)c(=O)[nH]1	-6.9%	·	·	2%	2%	-2%	5%[46.1 µM]
COc1ccc(C)cc1NC(=O)C1CCCN(S(=O)(=O)c2cnc[nH]2)C1 (configuration not stated)	6.3%	-6%[38.3 µM]	1%	-2%	8%	6%	3%[46.1 µM]
COC(=O)[C@@]1(Cc2ccc(F)cc2)[C@H]2c3cc(C(=O)N(C)C)n(Cc4c(CO)[nH]cc(C)c4=O)c3C[C@H]2CN1C(=O)c1ccccc1	0.9%&0.0%	5%&-11%	0%&-2%	-5%&15%	20%	2%&-14%	-27%
COc1ccccc1NS(=O)(=O)c1cc(NC(=O)c2ccccc2F)ccc1N1CCOCC1	4.2%	2%	-2%	-19%	·	-2%	-15%
CCCCN=C(Nc1ccc(Cl)cc1)c1cccnc1	-0.9%	1%	2%	0%	-10%	5%	-1%[46.1 µM]
Cc1ccc(N/C(CSC(N)=O)=N/S(=O)(=O)c2ccccc2)cc1	-1.0%	21%[38.3 µM]	-2%	1%	-9%	-7%	6%[46.1 µM]
CC(=O)NC(CCS(C)(=O)=O)C(=O)Nc1nccs1 (configuration not stated)	-2.0%	-3%[38.3 µM]	-5%	-2%	?	-1%	3%[46.1 µM]
COC(=O)NC(c1ccco1)C(C(C)=O)C(=O)OC (configuration not stated)	1.1%[10.1 µM]	·	·	-1%[13.1 µM]	·	-1%[17.5 µM]	·
O=C(NCc1ccccc1)NC1CCS(=O)(=O)C1 (configuration not stated)	-1.6%	3%	3%	1%	7%[46 µM]	1%	11%
COc1cc(NS(=O)(=O)c2ccc(NC(=S)NC(=O)c3ccco3)cc2)ncn1	-2.5%	8%	5%	-5%	19%[46 µM]	-8%	-25%
COc1ccc(/C=C(\C)c2nc(C)c(-c3ccccc3)c(=O)[nH]2)cc1	-1.0%	·	·	0%	·	3%	10%
COC(=O)c1nn(-c2ccccc2)c(=O)cc1O	1.1%	1%	3%	-14%	25%[46 µM]	3%	2%
CC(C(=O)Nc1ccc(C(=O)O)cc1)N1C(=O)c2ccccc2C1=O (configuration not stated)	-1.0%	6%[38.3 µM]	1%	6%	3%	3%	2%[46.1 µM]
CCNC(=O)Cc1ccc(NS(=O)(=O)c2ccc(F)cc2)cc1	3.2%	1%[38.3 µM]	-3%	0%	-9%	1%	-8%[46.1 µM]
CC(C)N(CCO)C(=O)CCc1nnc(CCCc2ccccc2)o1	0.0%	8%	-1%	-4%	·	1%	3%
CCN1CC(CN(C)Cc2cn(-c3cccc(C)c3)nc2-c2cccc(F)c2)CC1=O (configuration not stated)	-3.1%	·	·	14%	·	0%	48%
CCOC(=O)c1[nH]c2ccc(F)cc2c1NC(=O)Nc1ccccc1OC	0.0%	5%	-1%	-9%	-6%	9%	-1%[46.1 µM]
O=C1CC(C(=O)Nc2ccc(Br)cc2)C2(CCCC2)O1 (configuration not stated)	0.0%	13%[38.3 µM]	3%	3%	-4%	6%	-11%[46.1 µM]
CCOC(=O)c1cn(CC)c2cc(F)c(F)cc2c1=O	-2.7%	·	·	-10%	·	3%	21%
CC1=Nc2cc(Cl)ccc2Oc2ccccc21	-6.6%	27%	9%	10%	·	1%	20%
Cc1ccc(NS(=O)(=O)c2cc(C(=O)Nc3cccc([N+](=O)[O-])c3)ccc2C)cc1	1.5%	11%	-3%	-10%	?	-12%	-41%
O=P(Cc1ccccc1)(c1ccccc1)c1ccccc1	1.0%	14%	2%	-5%	-12%	-4%	11%
O=C(NCc1ccco1)C1CC(=O)N(c2ccc(O)cc2)C1 (configuration not stated)	0.0%	22%[38.3 µM]	2%	-2%	-2%	-12%	-6%[46.1 µM]
Cn1cnnc1SCC(=O)NCCC(c1ccccc1)c1ccccc1	-1.0%	15%[38.3 µM]	19%	2%	3%	-2%	5%[46.1 µM]
COc1ccc(C)cc1NC(=O)C1COc2ccccc2O1 (configuration not stated)	0.9%	7%	-1%	12%	1%[9.22 µM]	-3%	-52%
O=C(N/C=C/n1cnc2cc(C(F)(F)F)ccc21)c1ccccc1F	-0.2%	-9%	·	-1%	·	-3%	-3%
COC(=O)N1CC=CC1(C)C(=O)NCc1cc(F)cc(C(F)(F)F)c1 (configuration not stated)	-2.0%&1.0%	9%&-3%	-6%&-1%	0%[2.36 µM]	-1%	5%&8%	8%
CCc1onc(C)c1C(=O)Nc1ccc2c(c1)OCO2	-0.3%	-4%	·	4%	·	2%	16%
CCOC(=O)c1cnc(-n2nc(C)cc2C)nc1NCc1ccc2c(c1)OCO2	-1.0%	35%[activator][38.3 µM]	0%	-7%	-20%	-10%	?
O=C(Oc1c(-c2ccco2)oc2ccccc2c1=O)c1cccnc1	-0.6%	1%	-3%	6%	-29%[46 µM]	0%	-11%
CCCn1c(=O)c(/C(N)=N/O)nn(-c2cccc(C(F)(F)F)c2)c1=O	0.0%	·	·	3%	?	-9%	10%
Cc1cc(F)ccc1S(=O)(=O)N1CCCOC1CNC(=O)C(=O)NCCC1=CCCCC1 (configuration not stated)	3.4%	3%	-4%	-6%	?	18%	-2%
O=C(Nc1ccc(O)c2c(=O)cc(-c3ccccc3Cl)oc12)c1ccc(F)cc1	0.0%	·	·	13%&1%	·	4%&-3%	5%
O=c1c2ccccc2[nH]c(=S)n1Cc1cccnc1	0.2%	-5%[38.3 µM]	1%	-9%	19%	-1%	-11%[46.1 µM]
CCOC(=O)c1ccc(S(=O)(=O)N2CCN(C(=O)c3cc(=O)c4ccccc4o3)CC2)cc1	0.3%	6%	0%	6%	·	1%	-4%
CC(C)[C@H](NC(=O)c1ccc(Cl)c([N+](=O)[O-])c1)C(=O)O	-0.7%	·	·	1%	·	-1%	52%
O=C(/C=C/c1ccco1)N1CCN(c2ncccn2)CC1	1.1%	3%	1%	5%	4%	12%	2%
Cc1cccc(C(=O)c2c[nH]cc2-c2ccccc2)c1	5.8%	-5%	0%	-3%	17%	5%	-18%
COc1cc(-c2[nH]nc3c2C(c2ccco2)C(C#N)=C(N)O3)cc(OC)c1OC (configuration not stated)	2.2%	0%	2%	-1%	1%	6%	13%
C=CCn1c(CNc2ccc(C)cc2)nnc1SCC(=O)N/N=C/c1ccc(O)cc1	-2.8%	-5%[38.3 µM]	-4%	0%	-4%	1%	8%[46.1 µM]
C/C=C1\C2C=C(C)CC1(N)c1ccc(=O)[nH]c1C2 (configuration not stated)	-0.3%&1.1%	0%&-6%	1%[39.9 µM]	-6%&-10%	?	1%&-32%	·
CCOc1ccc(NC(=O)Cc2cccc3ccccc23)c([N+](=O)[O-])c1	1.1%	6%	1%	?	-2%	-1%	-9%
O=C(COc1ncnc2ccccc12)NC1CCS(=O)(=O)C1 (configuration not stated)	0.8%	-5%[38.3 µM]	-1%	3%	6%	0%	-6%[46.1 µM]
CS(=O)(=O)N1CCC(Oc2ccccc2C(=O)NC2CCOC2)CC1 (configuration not stated)	-4.9%	4%	0%	3%	6%[46 µM]	0%	4%
CN(C)c1cc[n+](CCC(=O)Nc2cccc([N+](=O)[O-])c2N)cc1	-3.0%	2%	0%	9%	-9%	1%	7%
O=C(Nc1ccccc1C(=O)NC(Cc1ccccc1)C(=O)NC1CCCCCC1)c1ccccc1 (configuration not stated)	?	-3%[38.3 µM]	-5%	-2%	1%	-3%	-20%[46.1 µM]
CCc1ccc(OCC(=O)NC(=S)Nc2ccc(C(C)=O)cc2)c(Br)c1	0.8%	?	0%	0%	4%	-11%	-3%[46.1 µM]
O=C(/C=C/Sc1ccccc1)c1ccccc1	?	-2%[38.3 µM]	-16%	11%	?	-2%	?
COc1cccc(-n2c(SC)nnc2-c2cnccn2)c1	-1.1%	6%[38.3 µM]	1%	1%	1%	-1%	1%[46.1 µM]
COC(=O)c1ccc(-c2ccc(/C=N/N3C(=O)C4C5C=CC(C6CC56)C4C3=O)o2)cc1 (configuration not stated)	1.1%	4%	-3%	-16%	?	-4%	-7%
O=C(O)CSc1nnnn1-c1ccccc1	-0.8%	41%[activator][38.3 µM]	-1%	2%	2%	4%	9%[46.1 µM]
CSc1ncc(Cl)c(C(=O)Nc2ccc(S(=O)(=O)N3CCOCC3)cc2)n1	-2.9%	28%[38.3 µM]	-8%	7%	?	6%	-22%[46.1 µM]
COc1ccc(-c2nnn(CC(=O)N(CC3CCCO3)C(C(=O)NC(C)(C)C)c3ccco3)n2)cc1OC (configuration not stated)	0.0%	-3%	-1%	1%	3%[46 µM]	-4%	5%
O=C(NCc1cccnc1)c1cnc2ccccc2n1	2.2%	·	·	6%	-1%[46 µM]	-1%	-13%
CN(CCC#N)C(=O)COC(=O)c1ccc(Cl)c(S(N)(=O)=O)c1	-3.8%	40%[activator][38.3 µM]	4%	9%	3%	-3%	-8%[46.1 µM]
CC(C)CSc1nc2ccccc2[nH]1	1.1%	-1%	-5%	2%	·	-3%	10%

Complete entries, looked up by structure.
Cn1cnnc1SCC(=O)NCCC(c1ccccc1)c1ccccc1 across the screens: Epigenetic reg: -1.0%; IMPase Li cell: 15%[38.3 µM]; KinaseGlo FLuc: 19%; CBFb RUNX1 block: 2%; Lamin A splicing: 3%; GLA spleen mod: -2%; NPSR antagonist: 5%[46.1 µM]
COc1ccccc1NS(=O)(=O)c1cc(NC(=O)c2ccccc2F)ccc1N1CCOCC1 across the screens: Epigenetic reg: 4.2%; IMPase Li cell: 2%; KinaseGlo FLuc: -2%; CBFb RUNX1 block: -19%; Lamin A splicing: ·; GLA spleen mod: -2%; NPSR antagonist: -15%
